UBC13 polyUb = blocks human UBC13 polyubiquitin chain formation | P61088 | inhibition, % at 20 µM | AID 485273 | TR-FRET | actives 0.47% (n = 330,000); in the data active = inhibition above about 45%, passing the limit was not always enough; inconclusive = no clear call, values can overlap the other calls
Target sequence (P61088 whole entry, looked up): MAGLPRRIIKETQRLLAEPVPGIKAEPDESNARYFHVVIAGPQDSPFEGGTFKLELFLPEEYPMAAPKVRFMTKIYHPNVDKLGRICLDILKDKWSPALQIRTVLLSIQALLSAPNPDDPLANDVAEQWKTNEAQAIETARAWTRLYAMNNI
SENP1 inh = blocks the human SENP1 SUMO protease catalytic domain | AID 624204 | recombinant SENP1 catalytic domain, CyPet-SUMO1-YPet FRET cleavage | Q9P0U3 | actives 0.21% (n = 360,000) | inhibition, % at 10 µM;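 active = inhibition at least 30% at 10 µM, raw YFP signal under a set limit, fluorescence ratio 0.5 to 1.5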;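 also: 0% = enzyme with DMSO and 100% = no enzyme wells; some results filed as inactive read as strong as hits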
Target sequence (Q9P0U3 419-644 limits assumed): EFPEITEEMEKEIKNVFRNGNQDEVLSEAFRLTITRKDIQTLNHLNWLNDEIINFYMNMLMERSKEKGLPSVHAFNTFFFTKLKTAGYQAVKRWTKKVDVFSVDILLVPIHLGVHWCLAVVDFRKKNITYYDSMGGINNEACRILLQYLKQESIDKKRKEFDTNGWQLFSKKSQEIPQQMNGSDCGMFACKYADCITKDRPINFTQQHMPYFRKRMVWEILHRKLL
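Controls: no-enzyme wells low, DMSO-plus-enzyme wells high control. Test system: human recombinant His6-tagged SENP1 catalytic domain enzyme. Reagent: SFCypet-SUMO1-SFYpet FRET protein substrate, 25 nM final. Doses: one dose per compound, 10 µM, 0.5% DMSO. Detection: FRET, CFP and YFP emission. Timing: 50 min reaction at room temperature.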
SENP8 block-1 = SENP8 (human) protease inhibition; recombinant SENP8, Nedd8 substrate fluorescence; inhibition, % at 20 µM; actives 0.64% (n = 360,000); AID 602440; in the data active = inhibition mostly above about 40%, no sharp cut-off; inactive = mostly below about 27%
Target sequence (Q96LD8 whole entry, looked up): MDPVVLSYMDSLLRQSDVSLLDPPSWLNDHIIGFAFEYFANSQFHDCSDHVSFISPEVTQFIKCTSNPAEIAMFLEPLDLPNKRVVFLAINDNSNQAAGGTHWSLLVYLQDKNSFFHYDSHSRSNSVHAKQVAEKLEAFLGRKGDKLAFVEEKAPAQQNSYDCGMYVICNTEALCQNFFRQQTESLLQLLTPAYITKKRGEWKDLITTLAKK
HKDC1 inhibitor = HKDC1 (human) hexokinase inhibition. actives 0.16% (n = 340,000). AID 493160. Q2TB90. recombinant HKDC1, G6PDH/diaphorase resazurin coupled fluorescence. inhibition, % at 20 µM;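 active = inhibition above about 35% when tested at 20 µM, limit read from the data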;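 also: plate controls were DMSO wells with enzyme for no effect and DMSO wells lacking enzyme for full effect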
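Test system: recombinant HKDC1 (HK5) hexokinase enzyme, produced in-house / Doses: 20 µM test compound, 1% DMSO / Timing: 90 min, room temperature / Detection: G6PDH/diaphorase-coupled fluorescence, 1 mM NADP, 100 µM resazurin, 525/613 nm / Control set: DMSO wells with and without enzyme mix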
PfGluPho inh = PfG6PD (Plasmodium falciparum) enzyme inhibition; PfGluPho enzyme, NADPH resazurin-diaphorase fluorescence; inhibition, % at 20 µM; actives 0.78% (n = 350,000);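 active = inhibition reaching at least a set limit at 20 µM in the primary screen, cut at about 59% in these data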;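 also: 0% = DMSO wells with substrate and 100% = DMSO wells lacking glucose-6-phosphate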
SENP8 block-2 = inhibitors of human SENP8 protease; Q96LD8; purified SENP8, Z-RLRGG-aminoluciferin cleavage, luminescence; inhibition, % at 10 µM; actives 1.2% (n = 330,000); AID 2540; in the data active = inhibition above about 50%
SENP6 inh = blocks the human protease SENP6 | Q9GZR1 | Recombinant SENP6 catalytic domain, aminoluciferin luminescence | inhibition, % at 10 µM | actives 1.8% (n = 330,000);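 active = inhibition above about 50% at the single tested dose, limit read from the data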;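 also: plate controls were DMSO wells with enzyme for no effect and DMSO wells lacking enzyme for full effect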
MIN6 prolif = inducers of beta-cell replication in MIN6 cells. MIN6 cells proliferation, ATPlite luminescence, 48 h; cells starved in 0.2% serum; 100% = growth in 10% serum. proliferation, % at 10 µM. actives 0.29% (n = 330,000). AID 2380;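 active = compounds whose signal lies at least 3.5 SD above the mean of all wells on their plate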;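 also: 0% = DMSO-treated cells in low-serum medium and 100% = 10% serum control; some compounds called inactive have numbers as strong as hits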
SENP7 block = blocks the human protease SENP7 | Q9BQF6 | recombinant SENP7, Z-RLRGG-aminoluciferin luminescence, 40 min | inhibition, % at 5 µM | actives 1.5% (n = 330,000);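 active = inhibition above about 50% at the single test dose, limit read from the data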;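 also: plate controls were DMSO with enzyme for no effect and no enzyme buffer wells for full effect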
Target sequence (Q9BQF6 706-1050 limits assumed): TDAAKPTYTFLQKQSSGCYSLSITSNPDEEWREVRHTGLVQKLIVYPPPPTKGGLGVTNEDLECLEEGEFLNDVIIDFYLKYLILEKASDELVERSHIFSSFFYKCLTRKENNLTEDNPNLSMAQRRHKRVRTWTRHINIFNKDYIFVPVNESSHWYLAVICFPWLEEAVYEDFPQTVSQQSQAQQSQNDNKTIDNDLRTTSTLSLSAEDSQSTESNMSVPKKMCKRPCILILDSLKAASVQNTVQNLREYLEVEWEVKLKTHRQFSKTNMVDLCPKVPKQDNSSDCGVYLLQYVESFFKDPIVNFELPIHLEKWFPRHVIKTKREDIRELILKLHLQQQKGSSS
* = called active by the depositor; u = inconclusive; x = not tested or not shown. Compounds were not picked by outcome; 4% or so of the library scored in one or more.

SMILES	UBC13 polyUb	SENP1 inh	SENP8 block-1	HKDC1 inhibitor	PfGluPho inh	SENP8 block-2	SENP6 inh	MIN6 prolif	SENP7 block
Cn1c2c(c(=O)n(C)c1=O)C(c1ccc(Br)cc1)C(C#N)=C(N)N2 (stereo not drawn)	20	-4	-25	-4	1	6	-1	1	-1
CCCCCCCC(=O)OC(CN1CCCCC1)CN1CCCC1=O (stereo not drawn)	8	-1	8	-11	-4	-1	9	-3	8
CC(=O)c1cccc(NC(=O)N(c2ccccc2)c2ccccc2)c1	-8	1	10	-6	-15	-2	11	-2	-4
COc1ccc(NC(=O)CSc2nc(=O)n(CCN(C)C)c3c2CCCC3)cc1	6	-1	15	-7	-16	8	-4	4	-2
Clc1ccc(Oc2ncnc3oc(-c4ccccc4)cc23)cc1	4	-97	-89	-7	-12	3	13	0	2
Cc1cccc(N(CC(=O)NCc2ccc(F)cc2)C(=O)c2ccco2)c1	-1	-2	14	2	-19	-6	-20	0	2
CC(C)NC(=O)N(C)C[C@H]1Oc2c(NS(=O)(=O)c3ccccc3)cccc2C(=O)N([C@H](C)CO)C[C@@H]1C	-1	0	12	-6	-4	-2	6	-3	-1
COc1cccc(Nc2ncnc3c2cnn3-c2cccc(C)c2)c1	-1	1	-185	2	45	-23	7	-1	-3
Cc1ccc(-c2nn3c(C)nnc3c3ccccc23)cc1S(=O)(=O)NCCN1CCOCC1	10	2	-16	13	-9	5	14	-1	-1
Cc1ccc(S(=O)(=O)N2CCN(c3ccc([N+](=O)[O-])c(NCCN4CCOCC4)c3)CC2)cc1	-8	3	21	2	7	8	4	0	3

Single records (already shown). Screens in order: UBC13 polyUb | SENP1 inh | SENP8 block-1 | HKDC1 inhibitor | PfGluPho inh | SENP8 block-2 | SENP6 inh | MIN6 prolif | SENP7 block
`Clc1ccc(Oc2ncnc3oc(-c4ccccc4)cc23)cc1` across the screens: 4 | -97 | -89 | -7 | -12 | 3 | 13 | 0 | 2
`Cc1ccc(-c2nn3c(C)nnc3c3ccccc23)cc1S(=O)(=O)NCCN1CCOCC1` across the screens: 10 | 2 | -16 | 13 | -9 | 5 | 14 | -1 | -1
`CC(=O)c1cccc(NC(=O)N(c2ccccc2)c2ccccc2)c1` across the screens: -8 | 1 | 10 | -6 | -15 | -2 | 11 | -2 | -4
`CCCCCCCC(=O)OC(CN1CCCCC1)CN1CCCC1=O` (stereo not drawn) across the screens: 8 | -1 | 8 | -11 | -4 | -1 | 9 | -3 | 8
`Cc1cccc(N(CC(=O)NCc2ccc(F)cc2)C(=O)c2ccco2)c1` across the screens: -1 | -2 | 14 | 2 | -19 | -6 | -20 | 0 | 2

The list goes on:
SMILES	UBC13 polyUb	SENP1 inh	SENP8 block-1	HKDC1 inhibitor	PfGluPho inh	SENP8 block-2	SENP6 inh	MIN6 prolif	SENP7 block
Cc1noc(C)c1COc1ccc(C(=O)OCC(=O)Nc2ccc3ccccc3c2)cc1	-2	1	15	-4	6	-1	-9	-4	0
O=C(Nc1cccnc1)c1ccc(Cl)c(S(=O)(=O)N2CCc3ccccc32)c1	-9	1	3	-1	9	-3	-5	0	11
CC(C)COc1ccc(/C=C2/Sc3ccccc3C2=O)cc1	-22	-21	-274	-1	19	94*	96*	-3	95*
Cc1ccc(S(=O)(=O)Cn2nnnc2C(C(C)C)N2CCC(O)CC2)cc1 (stereo not drawn)	-1	-1	8	-1	0	-2	5	4	-4
CCOc1ccc(OCCSc2nc3ccccc3c(=O)[nH]2)cc1	13	-1	12	-6	-2	-20	-13	-1	-5
Cc1nnc(N/N=C/c2c(Cl)cccc2Cl)n1N	-8	1	15	3	21	3	-14	4	4
N#CCCN(C(=O)COc1ccc(F)cc1Br)c1ccccc1F	16	-1	12	-1	0	4	-27	3	4
CC1(Cc2ccc3c(c2)OCO3)NC(=O)NC1=O (stereo not drawn)	7	2	0	3	-7	-1	-6	2	8
O=C(CCC(=O)NC1CC1)Nc1nnc(C2CCCCC2)s1	-11	1	12	-4	15	-14	-8	-2	-6
O=C(COC(=O)C1CC2CCCC(C1)C2=O)NNC(=O)c1ccccc1Br (stereo not drawn)	0	3	0	-6	-4	3	13	-2	2
C/C(=N\N(C)C)c1ccc(OCCOc2ccc([N+](=O)[O-])cc2)cc1	-1	1	20	-3	-8	0	-7	0	-15
O=c1c2cc(Cl)ccc2nc(-c2ccc([N+](=O)[O-])cc2)n1O	0	1	8	-2	5	-1	7	-5	7
CC12CCC(=O)N1C(C(=O)Nc1nc3c(F)cc(F)cc3s1)CS2 (stereo not drawn)	-1	-7	-2	0	-2	9	-8	-2	4
CCN(c1cccc(C)c1)S(=O)(=O)c1c(C)[nH]c(=O)[nH]c1=O	1	1	13	-8	-6	2	-52	-1	0
CN(C)CCNC(=O)NC(=O)c1ccc(Cl)cc1	2	0	4	-8	-2	2	-7	-1	6
O=C(Nc1cccc(S(=O)(=O)N2CCOCC2)c1)c1cc2ccccc2o1	-3	0	21	0	18	0	19	-2	5
CC(C)c1ccc(-n2cnn(-c3ncccc3[N+](=O)[O-])c2=O)cc1	-1	0	1	-14	15	9	30	-3	18
Cn1c(=O)n(C)c2cc(NC(=O)c3cc4ccccc4o3)ccc21	-1	1	14	8	10	-13	-12	-2	6
O=C(O)c1cccc(S(=O)(=O)Nc2ccc(OCc3ccccc3)cc2)c1	-8	-2	0	-2	-17	13	7	0	7
COc1ccc(NC(=O)c2c[nH]c(=O)n(-c3ccc(C)c(C)c3)c2=O)cc1OC	-4	0	15	13	-34	-3	11	0	0
Cn1c(CNc2ccc(Cl)cc2)nc2ccccc21	-11	4	18	-3	23	0	1	-3	-7
C/C(=N\NC(=O)CCn1nnc2ccccc21)c1cccs1	-4	3	3	-4	1	-6	10	-2	6
Cc1ccc(NC(=S)NCc2ccc(F)cc2)cc1	6	3	18	-9	11	2	-6	-4	3
COc1ccc(-n2cnc3c(N)nc(N)nc32)cc1	x	4	10	-11	1	x	x	x	x
O=C1/C(=C/c2cccnc2)CCc2c1[nH]c1ccccc21	-6	4	-192	6	20	-11	5	0	-5
COc1ccc(S(=O)(=O)N2Cc3ccccc3CC2C(=O)Nc2ccc(O)cc2)cc1OC (stereo not drawn)	4	1	1	-2	2	5	-2	0	-2
Cc1ccccc1OCC(=O)NCC(C)(C)N1CCOCC1	6	2	4	1	4	-4	5	-5	4
O=C(Nc1ccccc1N1CCOCC1)c1ccccc1NS(=O)(=O)c1ccc(F)c(F)c1	-1	3	-47	2	-54	0	1	-3	1
CN1C(=O)CC[C@H]1c1cccnc1	2	x	x	x	x	-1	-6	-1	-2
CN(C)CCCNC(=O)c1cc(C(=O)c2ccc(F)cc2)c[nH]1	-7	1	15	-8	-4	-9	0	2	-16
O=C(Cn1cc(C(=O)C2CC2)c2ccccc21)NC1CCCC1	19	1	6	-2	-9	-5	-9	-2	-11
COc1cccc(CC2(CO)CCCN(S(=O)(=O)N(C)C)C2)c1 (stereo not drawn)	4	-3	11	-8	-1	-2	-1	0	-3
COc1ccc(-c2[nH]c3ccccc3c2SCCN)cc1	1	-11	-455	1	3	-3	-1	-4	-5
CC(=O)N1CCOc2ccc(S(=O)(=O)NCc3ccccc3Cl)cc21	u	1	0	-5	8	3	-6	-3	-2
COc1ccc(-c2csc(NC(=S)NC(=O)/C=C/c3ccccc3)n2)cc1Br	-32	x	x	-9	-9	-6	-3	-3	-7
CCCN(CCC)S(=O)(=O)c1ccc(C(=O)Nc2nnc(CSC)o2)cc1	-11	1	22	-4	-10	-3	1	0	4
CCN(c1ccccc1)S(=O)(=O)c1ccc(C(=O)Nc2nnc(-c3ccco3)o2)cc1	-36	3	-11	8	-35	-8	2	-5	-1
CC(/C=C1\SC(=S)N(NC(=O)c2ccc(O)cc2)C1=O)=C\c1ccccc1	12	1	16	3	-5	-1	0	-5	-2
Cc1ccc(NC(=O)c2ccc(S(=O)(=O)N3CCCC3)cc2)cc1	1	3	19	2	-8	-3	-2	-1	-8
O=C(c1ccc(Br)o1)N1CCN(Cc2ccccc2Cl)CC1	0	-1	6	-6	1	-5	-6	-2	11
COc1ccc(NC(C)=O)cc1S(=O)(=O)Nc1ccc(C(=O)N2CCCC2)cc1	14	2	13	-10	-9	2	5	4	4
COc1cc(CN2CCNC(=O)C2CC(=O)N(Cc2nccn2C)C(C)C)cc(OC)c1 (stereo not drawn)	-2	-6	-37	-3	-5	-2	-10	-1	8
CCc1nnc(NC(=O)CCC(=O)NC2CCCc3ccccc32)s1 (stereo not drawn)	-12	-2	12	-2	0	-6	-3	-2	-4
CCOC(=O)C(C)Sc1nc2ccccc2c(=O)n1CC1CCCCC1 (stereo not drawn)	-2	-1	12	-3	14	2	4	-6	14
CCC(=O)N1CCN=C1SCc1ccccc1	3	1	3	1	8	1	5	-1	-5
COc1ccc2c(c1OC)C(=O)N1c3ccccc3N=C(c3ccc([N+](=O)[O-])cc3)CC21 (stereo not drawn)	x	0	12	-3	35	x	x	x	x
COc1cc(C2NC(=O)NC(C)=C2C(=O)OCC2CCCO2)cc(OC)c1OC (stereo not drawn)	3	-1	19	-4	-6	-3	-9	0	-1
O=C(Nc1cccc(O)c1)C1CCCN1C(=O)OCc1ccccc1 (stereo not drawn)	-9	1	28	3	-10	-5	-10	-2	17
CN1c2ccsc2C(O)=C(C(=S)Nc2ccccc2)S1(=O)=O	-1	-52	-60	4	22	0	-3	-4	6
Cc1cccc(OCCC(=O)Nc2ccc(F)c(F)c2)c1	-10	1	-10	-10	-1	-7	-7	-4	-6

Next section
SMILES	UBC13 polyUb	SENP1 inh	SENP8 block-1	HKDC1 inhibitor	PfGluPho inh	SENP8 block-2	SENP6 inh	MIN6 prolif	SENP7 block
CCOc1nc(OCC)c2cnn(C)c2n1	1	1	10	-4	11	-10	0	0	7
O=C(O)COCCN1CCN([C@H](c2ccccc2)c2ccc(Cl)cc2)CC1	-7	2	4	-2	2	4	-8	0	3
Cc1c(C(=O)CN2CCN(c3ccccc3)CC2)c2ccccc2n1C	4	1	8	-4	-6	-1	1	1	0
CC1(C)CC(=O)c2cc(C(=O)N3CCN(CCO)CC3)c(=O)n(-c3ccc(Cl)cc3)c2C1	3	3	5	4	-9	-7	-5	0	-2
O=C(NCCc1ccccc1F)[C@@H]1CSC2c3ccccc3C(=O)N21 (stereo partly drawn)	7	1	27	-6	18	2	-4	-3	-1
COCCNC(C(=O)Nc1ccc([N+](=O)[O-])cc1Br)c1ccccc1 (stereo not drawn)	11	0	19	2	0	-2	5	1	-7
Cc1ccc(C(=O)CC(=O)c2ccc(C)cc2O)cc1	x	-1	24	-8	-16	x	x	x	x
O=C(COC(=O)/C=C/c1nc2ccccc2s1)Nc1ccccc1Oc1ccccc1	-4	-1	-42	1	-14	3	3	0	5
Cc1ccc(/C=C/c2nnc(-c3cccc(C)c3)o2)cc1	-6	3	-273	-4	1	68*	80*	-2	13
Cc1ccc(/C(O)=C2\C(=O)C(=O)N(Cc3cccnc3)C2c2ccccc2[N+](=O)[O-])cc1 (stereo not drawn)	3	-19	-14	-2	24	10	36	-1	-2
O=C(NCC1CCCO1)c1cccc(N2C(=O)C3C4C=CC(C4)C3C2=O)c1 (stereo not drawn)	3	2	15	-3	-8	2	-7	-2	5
COCCNC(=O)c1cc2c(=O)[nH]c3ccccc3c2s1	23	2	-284	7	1	-4	-5	-5	4
O=C(COc1ccc(Cl)cc1)NCc1nnc(SCC(=O)Nc2ccc(F)cc2F)o1	-4	0	16	-2	-2	4	-5	0	-6
COc1ccc(-c2ccc(N)cn2)cn1	1	0	-113	0	-11	-9	-4	-3	7
